Source: PubChem BioAssay (National Center for Advancing Translational Sciences (NCATS))
TrxR1 substrate: qHTS Assay for Substrates of Mammalian Selenoprotein Thioredoxin Reductase 1 (TrxR1): qHTS; Potency, µM (top dose mostly 114 µM), for inactives: at the highest dose activity change, negative = substrate turnover; purified TrxR1 substrate turnover, NADPH consumption readout; 0.01% of 390,000 active; Thioredoxin reductase 1, cytoplasmic (Rattus norvegicus), O89049; also: potency is read from the fitted curve at half-maximal effect; % is scaled to controls: 0 for no effect and ±100 for the full control effect; nearly all actives have a fitted effect of over 50% in size
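Rat TrxR1, dispensed at 90 nM, was prereduced with 400 uM NADPH (final) for 5 min at ~22 deg C, then incubated with compound 15 min before 400 uM selenite. A first-read NADPH fluorescence drop versus no-compound background flagged substrates.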
USP1 inh: Inhibitors of USP1/UAF1: Primary Screen; Potency, µM (series often up to 57.1 µM), without a hit: at the top dose activity change, negative = inhibition, hits mostly inhibitors; Ubiquitin carboxyl-terminal hydrolase 1 (Homo sapiens), O94782; recombinant USP1/UAF1, Ub-Rhodamine cleavage fluorescence; 0.23% of 390,000 active; AID 743255, 2014; also: potency is read from the fitted curve at half-maximal effect; % is scaled to controls: 0 for no effect and ±100 for the full control effect; nearly all actives have a fitted effect of over 60% in size; inactives centre near -12
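USP1/UAF1 complex (1 nM) preincubated 15 min at room temperature with compound, then Ub-Rho substrate (150 nM final) added. Kinetic fluorescence at 480/540 nm over 6 reads at 60 s intervals; 50 mM HEPES pH 7.8, 0.5 mM EDTA, 0.1 mg/ml BSA, 1 mM TCEP, 0.01% Tween-20.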
Glioma ERSR ind: qHTS for Inducers of the Endoplasmic Reticulum Stress Response (ERSR) in Human Glioma: qHTS; Potency, µM, without a hit: at the highest dose activation, most hits filed as activators; U87-MG GRP78 promoter luciferase reporter, 16 h; 0.02% of 420,000 active; AID 602332, 2012; also: potency is read from the fitted curve at half-maximal effect; series mostly up to about 76 µM; % of control where 0% means no effect; nearly all actives have a fitted effect of over 35% in size
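ERSR induction read as luciferase luminescence (Bright-Glo, 10 min at room temperature) in stably transfected human U87-MG glioma cells exposed to compounds for 16 h, using GRP78 as sensor.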
PI4K2A inh: qHTS for small molecular inhibitors of PI4K2A. Phosphatidylinositol 4-kinase type 2-alpha (Homo sapiens), Q9BTU6. activity change, negative = inhibition, % at 76.9 µM. 0.13% of 420,000 active. purified PI4K2A, ADP-Glo luminescence, 1 h; active compounds read low; in the data active = activity change below about -50%; inconclusive = mostly about -30% to -49%;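 also: -100% = wells without enzyme as full effect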
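In this quantitative HTS, ADP production by PI4K2A was quantified luminescently after 1 h at ambient temperature; 100 microM adenosine served as plate-quality control.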
Vif-A3G inh: qHTS for Inhibitors of Vif-A3G Interactions: qHTS. DNA dC->dU-editing enzyme APOBEC-3G (Homo sapiens), Q9HC16. HeLa A3G-eYFP + Vif (tagged APOBEC3G with the HIV-1 protein that degrades it), YFP fluorescence, overnight. Potency, µM (top dose mostly 46.1 µM), for the others: at the top dose activity, negative = active, most hits filed as inhibitors. 0.076% of 410,000 active;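 also: potency is read from the fitted curve at half-maximal effect; % is scaled to controls: 0 for no effect and ±100 for the full control effect; nearly all actives have a fitted effect of over 60% in size; hits raise eYFP signal because A3G escapes Vif-driven loss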
Target sequence (Q9HC16 whole entry, looked up): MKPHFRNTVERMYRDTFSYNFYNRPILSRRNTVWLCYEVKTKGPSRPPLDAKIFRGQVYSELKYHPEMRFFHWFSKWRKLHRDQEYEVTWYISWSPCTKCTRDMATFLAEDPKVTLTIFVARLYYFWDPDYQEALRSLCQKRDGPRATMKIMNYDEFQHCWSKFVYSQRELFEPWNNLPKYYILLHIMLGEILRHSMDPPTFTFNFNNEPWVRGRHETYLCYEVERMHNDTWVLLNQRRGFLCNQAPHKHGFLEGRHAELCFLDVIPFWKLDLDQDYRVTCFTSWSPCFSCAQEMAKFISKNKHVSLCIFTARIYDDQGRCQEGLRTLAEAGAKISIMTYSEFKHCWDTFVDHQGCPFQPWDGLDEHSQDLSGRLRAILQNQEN
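Read-out is eYFP fluorescence (Ex 488/Em 500-530) from Vif-expressing HeLa A3G-eYFP cells; more signal means A3G escaped Vif-mediated degradation. Cells plated overnight, compound pinned in, incubated overnight at 37 deg C.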
LDHA inh: qHTS assay for inhibitors of human lactate dehydrogenase; purified LDHA, NADH/diaphorase-resazurin fluorescence; active compounds read low; activity change, % (values are at about 110 or 230 µM); 0.15% of 480,000 active; in the data active = activity change below about -30%; inconclusive = mostly about -25% to -30%;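 also: plate controls were DMSO wells for no effect and wells without enzyme for full effect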
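Human LDH5 at 2 nM final in Tris HCl pH 7.4 with 0.06 mM NADH and 0.2 mM pyruvate, reacted 5 minutes at room temperature. Remaining NADH coupled via diaphorase/resazurin; resorufin fluorescence read at 0 and 20 minutes, normalized to enzyme-free and DMSO wells.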
RXFP1 agonist: qHTS Assay for Agonists of the Relaxin Receptor RXFP1; Potency, µM (doses to about 57.5 µM), for inactives: at the highest dose activation, usual class: activators; Relaxin receptor 1 (Homo sapiens), Q9HBX9; 0.3% of 370,000 active; HEK293T-RXFP1 cAMP TR-FRET, 30 min; response scale: percent of porcine relaxin response, buffer zero; also: potency is read from the fitted curve at half-maximal effect; % is scaled to controls: 0 for no effect and ±100 for the full control effect; nearly all actives have a fitted effect of over 60% in size; many of its hits are not listed in these tables
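cAMP rise read by TR-FRET after 30 min, 37C compound exposure (up to 58 uM) in RXFP1-transfected HEK293 cells with Ro 20174 present. EC50 from Hill-equation fits, with 29 nM porcine relaxin as 100% and buffer as basal.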
IDH1 R132H inh: qHTS for Inhibitors of mutant isocitrate dehydrogenase 1 (IDH1): qHTS | Isocitrate dehydrogenase [NADP] cytoplasmic (Homo sapiens), O75874 | AID 602179, 2012 | Potency, µM (series often up to 76.6 µM), inactives show top-dose activity change, negative = inhibition, actives largely listed as inhibitors | IDH1-R132H enzyme, NADPH consumption, diaphorase/resazurin fluorescence | 0.093% of 390,000 active; also: potency is read from the fitted curve at half-maximal effect; % is scaled to controls: 0 for no effect and ±100 for the full control effect; nearly all actives have a fitted effect of over 65% in size
Target sequence (O75874 whole entry R132H, stated change not applied): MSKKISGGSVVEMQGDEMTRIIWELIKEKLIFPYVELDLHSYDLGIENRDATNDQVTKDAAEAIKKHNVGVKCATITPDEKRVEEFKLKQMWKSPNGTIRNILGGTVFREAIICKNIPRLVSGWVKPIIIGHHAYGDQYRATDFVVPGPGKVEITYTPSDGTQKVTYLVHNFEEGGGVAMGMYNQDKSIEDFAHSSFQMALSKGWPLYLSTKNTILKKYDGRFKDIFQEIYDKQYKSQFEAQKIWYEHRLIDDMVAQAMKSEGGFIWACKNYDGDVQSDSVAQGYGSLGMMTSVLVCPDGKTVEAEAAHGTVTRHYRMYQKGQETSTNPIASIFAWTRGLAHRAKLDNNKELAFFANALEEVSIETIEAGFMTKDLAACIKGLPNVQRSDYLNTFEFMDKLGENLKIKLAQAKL
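IDH1-R132H (0.5 ug/mL dispensed) in pH 7.5 Tris buffer was preincubated 30 min with compound, then given a substrate mix of 0.016 mM NADPH and 2 mM alpha-KG for 80 min at room temperature; remaining NADPH was read by diaphorase/resazurin fluorescence.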
Vif-APOBEC3F blk: qHTS for Inhibitors of Vif-A3F Interactions: qHTS; HeLa A3F-eYFP + Vif (tagged APOBEC3F with the HIV-1 protein that degrades it), YFP fluorescence increase; Potency, µM (highest dose often 46.1 µM), inactives show at the highest dose activity, negative = active; 0.2% of 390,000 active; AID 602313, 2012; also: potency is read from the fitted curve at half-maximal effect; % of control where 0% means no effect; nearly all actives have a fitted effect of over 65% in size
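HeLa cells stably expressing Vif plus C-terminally eYFP-tagged A3F were seeded, incubated overnight at 37 deg C, dosed with compound, incubated overnight again at 37 deg C. Yellow fluorescence (Ex 488/Em 500-530) reported blocked Vif-mediated A3F-eYFP degradation.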
The depositor's hits bear a star; ? = inconclusive; / = not tested or not shown; & = joins results of further samples; [ ] = another dose, or the depositor's remark. Unless noted, calls follow the shape of the dose curve; as a rule, active = well fitted curve in the direction sought with a large enough effect; inconclusive = small, poorly fitted or top-dose-only effect, or another doubt; inactive = no such curve, though single readings can be large; an effect the other way counts as inactive or inconclusive. This is a subset; rates above refer to the full screens.

Each structure is followed by: TrxR1 substrate	USP1 inh	Glioma ERSR ind	PI4K2A inh	Vif-A3G inh	LDHA inh	RXFP1 agonist	IDH1 R132H inh	Vif-APOBEC3F blk
#1 Cc1ccc(C)c(CN2C(=O)c3ccccc3S(=O)c3ccc(C(=O)N4CCCCC4)cc32)c1 (configuration not stated)
  3.7%	-23.5%	-1.4%	0.9	1.9%	-4.2	0.6%	4.3%	7.2%
#2 Cc1cc(F)ccc1S(=O)(=O)Nc1c(C)n(C)n(-c2ccccc2)c1=O
  3.5%	-10.4%	-1.8%	-2.8	-1.6%	1.6	-2.5%	-2.3%	2.8%
#3 O=C(CCn1cnc2ccccc2c1=O)Nc1cccc(Cl)c1
  -0.9%	-4.2%	-4.3%	-5.6	-0.3%	0.0	0.1%	2.7%	-4.0%
#4 CCC(=O)N(c1nnc(SC(C)C(=O)Nc2ccc(N3CCOCC3)cc2)s1)C1CC1 (configuration not stated)
  /	-17.2%	-2.6%	-4.1	1.0%	4.1	/	-2.1%	4.1%
#5 O=C(CNC(=O)c1ccco1)OCC(=O)c1ccc(Cl)cc1
  -0.1%	-1.7%	-1.7%	-0.7	1.7%	-12.3	1.5%	4.1%	0.8%
#6 CC(C)(O)/C=C1/Oc2ccccc2C1N1CCCCC1 (configuration not stated)
  9.1%	-23.4%	-2.5%	-1.4	-5.1%	-4.0	1.8%	-5.9%	-8.8%
#7 COc1cccc(C2C(C(=O)Nc3ccccc3)=C(C)N=c3s/c(=C/c4ccc(OCC(=O)O)cc4)c(=O)n32)c1 (configuration not stated)
  -19.8%	-19.4%	-6.1%	-14.7	1.5%	-5.6	3.6%	-3.5%	-5.1%
#8 CN(C)c1cc[n+](CC(=O)c2ccc(Br)cc2)cc1
  4.0%[57.1 µM]	-12.0%	-3.5%	-3.1	1.9%	-2.8	0.7%	0.2%	-3.1%
#9 Cc1nnc(N(C)C(=O)c2cnccn2)s1
  15.4%	-6.0%	-2.1%	-5.4	2.2%	-11.2	-1.9%	0.3%	-10.5%
#10 COc1ccccc1N1CCN(c2ccc3ccccc3n2)CC1
  12.6%	-28.9%	-5.8%	-22.1	-5.5%	-3.5	2.3%	5.3%	5.0%
#11 Cc1ccc(S(=O)(=O)N2CCOCC2)cc1NC(=O)CN1CCC(Cc2ccccc2)CC1
  -8.2%	-22.3%	-2.6%	0.8	2.2%	-11.9	-0.2%	11.4%	14.9%
#12 Cc1nc2c(O)c3c(c(O)c2nc1C)C1C=CC3CC1
  -9.6%	-14.6%	-5.1%	-5.8	-16.0%	43.7	/	21.4%	11.0%
#13 Cc1ccc2nc(N(CCCN(C)C)C(=O)CCc3ccccc3)sc2c1
  -2.6%	-9.3%	-9.9%	3.8	-2.1%	-3.6	0.1%	4.5%	10.0%
#14 CCOc1ccc(-c2nc(CSCC(=O)NCc3ccc(Cl)cc3)c(C)o2)cc1
  2.6%[57.1 µM]	-11.2%	-6.2%	-0.6	2.2%	1.6	1.4%	22.7%	-29.2%
#15 Cc1ccsc1C(=O)N(C)CC(=O)N(CC(C)C)c1c(N)n(CC(C)C)c(=O)[nH]c1=O
  -2.7%	-15.6%	-4.5%	2.3	-0.3%	-5.8	0.4%	7.0%	8.7%
#16 Cc1ccccc1N(C)C(=O)c1coc(=O)c2ccccc12
  5.3%[57.1 µM]	-2.7%	-4.8%	1.9	0.8%	-1.9	2.2%	9.8%	-15.9%
#17 CCOC(=O)C1=C(c2cccc(Oc3ccccc3)c2)NC(=S)NC1C (configuration not stated)
  7.8%[57.1 µM]	-13.8%	-5.4%	1.9	-0.1%	-1.2	-1.0%	-3.2%	-0.1%
#18 C=CCSC1=N/C(=C\c2ccsc2)C(=O)S1
  32.6%	-17.2%	-0.4%	11.0	-0.8%	-4.7	0.2%	-1.3%	-0.4%
#19 COc1ccc(-c2nnnn2C)cc1S(=O)(=O)NCc1ccccc1
  7.9%	?	-0.8%	-7.1	-3.4%	-4.3	1.4%	-4.5%	-13.5%
#20 O=C(CCC(=O)Nc1ccc(F)cc1)N/N=C/c1ccccc1
  1.8%	-19.5%	-1.0%	3.2	-5.2%	-6.7	-2.5%	2.8%	-9.3%
#21 CC(=O)c1ccc(NC(=O)NC2CCCc3ccccc32)cc1 (configuration not stated)
  -10.6%	-10.1%	0.7%	4.1	-26.6%	-15.4	-0.2%	-3.3%	0.7%
#22 O=C(Nc1nnc(-c2ccncc2)o1)c1ccccc1F
  19.2%[57.1 µM]	-14.3%	-5.4%	-4.8	-8.6%	1.0	2.7%	3.7%	7.3%
#23 COc1ccccc1C(=O)NCCC(=O)NCC(c1ccccc1)N(C)C (configuration not stated)
  1.4%	-17.8%	-6.2%	4.3	1.9%	-0.5	2.6%	-4.0%	1.1%
#24 COc1ccccc1N1CCN(C(=O)c2ccc(C(C)(C)C)cc2)CC1
  2.4%[57.1 µM]	-19.4%	-17.2%	-3.7	-0.3%	1.9	-0.1%	3.1%	-8.7%
#25 CC1(C(=O)NS(=O)(=O)C2CC2)CCN(C(=O)c2ccccc2C(F)(F)F)C1 (configuration not stated)
  /	/	0.0%	-3.5	0.0%	-9.2	/	/	/
#26 COc1cc2ccccc2cc1C(=O)Nc1ccc2oc(=O)ccc2c1
  3.0%	?	0.6%	2.0	1.2%	-3.4&-4.4	16.4%	6.5%	2.2%
#27 COc1ccc(CCN(C)CC(O)COc2c(C)ccc(C)c2C)cc1OC (configuration not stated)
  -0.1%	-1.9%	-2.2%	0.7	-4.4%	-0.1	-6.4%	-6.8%	3.5%
#28 Cc1ccc(C)c(-n2c(C)cc(/C=N/NC(=O)c3c(C)nc4cc(C)ccn34)c2C)c1
  1.0%	-23.2%	-0.5%	-1.8	-15.0%	-4.7	-0.6%	1.3%	3.9%
#29 CC1CCCN(C(=O)c2cc(-c3ccco3)nc3ccccc23)C1 (configuration not stated)
  253.8%[activator]	-11.9%	-1.7%	-23.5	-16.0%	2.1&2.4	3.0%	0.0%	-15.4%
#30 CCc1ccc(NC(=O)c2cc(C)on2)cc1
  2.7%	-1.1%	-2.7%	-6.5	-0.6%	-8.9	0.4%	3.7%	-2.1%
#31 O=C(N/N=C/c1c[nH]c2ccccc12)C1CC1(c1ccccc1)c1ccccc1 (configuration not stated)
  -7.7%	-9.6%	-0.7%	5.2	-26.4%	4.3	-1.8%	5.5%	4.9%
#32 O=C(O)CC1(CC(=O)Nc2ccc3ccccc3c2)CCCCC1
  -5.3%	-11.7%	8.5%	0.2	2.5%	-1.3	2.6%	2.3%	5.5%
#33 Cc1cc(C)c(S(=O)(=O)Nc2cccc(S(=O)(=O)NC3=NCCC3)c2)c(C)c1
  4.1%[57.1 µM]	-13.1%	2.0%	0.6	-1.0%	-0.6	2.8%	0.9%	-3.6%
#34 O=C(c1ccco1)N1CCCN(Cc2nc(-c3ccc4c(c3)OCO4)no2)CC1
  -1.6%	-1.0%	-0.5%	2.3	1.0%	4.1	-1.4%	-0.4%	?
#35 FC(F)(F)c1ccc(-c2nc(=S)[nH][nH]2)cc1
  0.3%	-4.2%	2.9%	-8.8	0.5%	-8.6	-0.5%	-7.3%	-1.9%
#36 O=C(O)CSCCC(=O)Nc1ccc(F)cc1
  4.5%	-4.4%	-0.2%	1.5	-0.6%	-2.9	-1.5%	4.9%	-7.5%
#37 CSc1ccc(S(=O)(=O)N2CCC(C(=O)NC3CC3)CC2)cc1
  2.0%[0.457 µM]	1.7%	1.9%	1.3	-1.0%	-5.6	1.1%	-8.4%	8.6%
#38 CC#CC[N+](C)(C)CC(=O)c1ccccc1
  1.5%	-6.7%	-3.9%	1.8	-0.1%	12.1&-6.2	-0.8%	0.0%	-3.1%
#39 CCOc1ccccc1N1CC(C(=O)Nc2ccccc2N2CCOCC2)CC1=O (configuration not stated)
  27.7%[57.1 µM]	-14.7%	-5.1%	0.8	2.4%	5.4	0.7%	-1.2%	1.4%
#40 O=C(COC(=O)c1cc(-c2ccccn2)nc2ccccc12)Nc1ncc(C(F)(F)F)cc1Cl
  6.1%	-16.5%	-6.0%	-3.1	0.0%	-1.0	0.5%	6.0%	-7.2%
#41 O=C(Cn1c(=O)oc2cc(S(=O)(=O)N3CCCCC3)ccc21)NCc1ccc(Cl)cc1
  1.6%	-22.5%	-5.6%	0.2	-11.6%	-5.0	0.8%	-2.9%	0.4%
#42 COc1ccc(NC(=O)c2cc(C3CC3)nc3c2c(C)nn3-c2ccccc2)cc1
  8.2%	3.0%	-2.6%	-0.3	0.4%	-2.5	4.5%	-15.8%	11.4%
